M5 ag: human M5 muscarinic receptor agonists, primary screen, CHO-K1 cells, Fluo-8 calcium fluorescence | 360,000 tested, 0.19% active | Muscarinic acetylcholine receptor M5 (Homo sapiens), P08912 | activation, % at 3 µM | CHO-K1 hM5 cells; 0% DMSO wells, 100% maximal acetylcholine response;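 active = activation above the run's mean over test compounds plus 3 SD, cut at about 23% in these data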;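 note: signal is peak over basal fluorescence ratio across the kinetic read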
Target sequence (P08912 whole entry, looked up): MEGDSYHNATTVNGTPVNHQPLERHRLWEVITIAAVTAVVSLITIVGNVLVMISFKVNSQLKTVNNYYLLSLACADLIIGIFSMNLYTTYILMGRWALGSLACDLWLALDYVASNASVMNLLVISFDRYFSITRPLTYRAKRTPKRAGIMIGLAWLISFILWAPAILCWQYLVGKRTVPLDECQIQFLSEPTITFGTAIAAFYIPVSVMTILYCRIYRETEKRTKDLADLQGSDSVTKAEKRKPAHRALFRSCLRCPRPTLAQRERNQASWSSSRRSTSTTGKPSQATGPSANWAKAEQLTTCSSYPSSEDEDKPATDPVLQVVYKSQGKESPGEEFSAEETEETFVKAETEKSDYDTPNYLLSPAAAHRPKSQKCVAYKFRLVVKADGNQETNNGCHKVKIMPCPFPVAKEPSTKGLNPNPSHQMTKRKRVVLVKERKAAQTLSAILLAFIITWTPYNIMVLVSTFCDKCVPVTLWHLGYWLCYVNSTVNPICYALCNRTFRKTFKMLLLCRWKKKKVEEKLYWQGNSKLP
CHRM4 PAM: human M4 muscarinic receptor positive allosteric modulators, primary screen, CHO-K1 cells, Fluo-8 calcium fluorescence. Muscarinic acetylcholine receptor M4 (Homo sapiens), P08173. CHO-K1 hM4/Gqi5, ACh EC20; 0% = ACh EC20, 100% = maximal ACh. activation, % at 3 µM. 360,000 tested, 0.4% active. AID 624126, 2012;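 active = activation above its plate's cutoff, the mean activation of sample wells plus 3 SD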; note: some results filed as inactive read as strong as hits
Target sequence (P08173 whole entry, looked up): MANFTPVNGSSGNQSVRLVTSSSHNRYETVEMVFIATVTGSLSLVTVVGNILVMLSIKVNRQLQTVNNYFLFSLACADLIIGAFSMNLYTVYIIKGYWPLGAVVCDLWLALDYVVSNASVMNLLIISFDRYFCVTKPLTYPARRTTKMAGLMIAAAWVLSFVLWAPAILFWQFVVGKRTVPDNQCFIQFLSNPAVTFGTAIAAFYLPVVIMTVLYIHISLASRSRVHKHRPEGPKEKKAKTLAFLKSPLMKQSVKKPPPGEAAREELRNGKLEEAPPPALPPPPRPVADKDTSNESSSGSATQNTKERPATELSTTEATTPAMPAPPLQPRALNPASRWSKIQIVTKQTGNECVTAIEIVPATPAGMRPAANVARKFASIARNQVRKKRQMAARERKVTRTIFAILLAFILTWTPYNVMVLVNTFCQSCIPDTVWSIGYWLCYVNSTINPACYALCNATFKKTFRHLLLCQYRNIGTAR
CHRM4 agonist: human M4 muscarinic receptor agonists, primary screen, CHO-K1 cells, Fluo-8 calcium fluorescence; Muscarinic acetylcholine receptor M4 (Homo sapiens), P08173; CHO-K1 hM4/Gqi5; vehicle 0%, full acetylcholine response 100%; activation, % at 3 µM; 360,000 tested, 0.14% active; AID 624127, 2012;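 active = activation above the run mean over all test wells plus 3 SD, cut at about 32% in these data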;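 note: peak over basal fluorescence ratio per well then scaled between controls; 0% = DMSO wells and 100% = acetylcholine at EC100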
M1 PAM: human M1 muscarinic receptor positive allosteric modulators, primary screen, CHO-K1 cells, Fluo-8 calcium fluorescence, 1536-well; AID 588819, 2011; CHO-K1 hM1, ACh EC20; 0% = ACh EC20, 100% = maximal ACh; activation, % at 3 µM; 360,000 tested, 0.088% active; Muscarinic acetylcholine receptor M1 (Homo sapiens), P11229; in the data active = activation above about 19%, passing the limit was not always enough
M5 PAM: human M5 muscarinic receptor positive allosteric modulators, primary screen, CHO-K1 cells, Fluo-8 calcium fluorescence; 360,000 tested, 0.3% active; activation, % at 3 µM; CHO-K1 hM5, ACh EC20 PAM; 0% = ACh EC20, 100% = ACh EC100;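 active = activation above the run cutoff, the mean activation of all test compounds plus 3 SD, cut at about 18% in these data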
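Replicates: One well per compound, no replicates | System: Human M5 receptor in CHO-K1 cells | Benchmarks: Low control EC20 acetylcholine (0%), high control EC100 acetylcholine (100%) | Probe or stimulus: Acetylcholine, EC20 level | Times: Fluo-8 loading 80 min at 37 °C plus 30 min room temperature | Signal: Intracellular calcium via Fluo-8 fluorescence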
CRFBP-R2 agonist: agonists of CRF-BP/CRF-R2 complex, primary screen, cell-based, HEK293, calcium dye fluorescence, uHTS. CRF-binding protein / CRF receptor 2 complex (human). calcium dye fluorescence (FLIPR); percent of saturating CRF peptide response. activation, % at 13.2 µM. 350,000 tested, 0.46% active. AID 588473, 2011;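 active = activation of at least 50%, plus an integration ratio under a set limit after plate pattern correction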;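 note: plate controls were neutral control wells without compound for no effect and CRF at EC100 for full effect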
CHRM1 antagonist: human M1 muscarinic receptor antagonists, primary screen, CHO-K1 cells, Fluo-8 calcium fluorescence, 1536-well | Muscarinic acetylcholine receptor M1 (Homo sapiens), P11229 | CHO-K1 hM1, ACh EC80 antagonist | inhibition, % at 3 µM | 360,000 tested, 1.3% active | AID 588852, 2011;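 active = percent inhibition above its own plate's cutoff, namely the mean of that plate's compound wells plus 3 SD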;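 note: peak over basal fluorescence ratio during 140 s after agonist addition; 0% = ACh EC80 plus DMSO and 100% = DMSO alone without agonist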
M5 antag: human M5 muscarinic receptor antagonists, primary screen, CHO cells, Fluo-8 calcium fluorescence. CHO-hM5 cells, ACh EC80. inhibition, % at 3 µM. 360,000 tested, 0.59% active. AID 624040, 2012;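 active = inhibition above a per-plate cutoff, the mean of that plate's test compounds plus 3 SD, cut at about 27% in these data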;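 note: 0% = acetylcholine EC80 with DMSO and 100% = DMSO without agonist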
CHRM4 antagonist: human M4 muscarinic receptor antagonists, primary screen, CHO cells, Fluo-8 calcium fluorescence. inhibition, % at 3 µM. AID 624125, 2012. 360,000 tested, 0.73% active. CHO-hM4 cells, ACh EC80;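 active = inhibition above its plate's cutoff, the mean inhibition of sample wells plus 3 SD, cut at about 27% in these data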;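 note: 0% = acetylcholine EC80 with DMSO and 100% = DMSO without agonist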
Starred values were filed as active, the others as inactive; . = not tested or not shown.

SMILES	M5 ag	CHRM4 PAM	CHRM4 agonist	M1 PAM	M5 PAM	CRFBP-R2 agonist	CHRM1 antagonist	M5 antag	CHRM4 antagonist
O=C(NCCN1CCOCC1)c1ccc(/C=C2\Sc3ccccc3N(Cc3ccc(F)cc3)C2=O)cc1	-3	-17	27	-22	-13	0.1	29	18	0
COCCn1c(COc2ccccc2)nnc1SCC(N)=O	2	-3	0	1	1	8.4	-7	-1	0
C[C@@H](c1ccccc1)N1C[C@H](COCc2ccccc2)Oc2cc(N3CCC[C@H]3CO)ccc2S1(=O)=O	-3	-4	1	.	-6	.	.	6	-5
Cc1ccccc1OCCC(=O)Nc1ccccc1C(=O)NC1CC1	-2	9	2	8	6	-0.7	-6	5	-6
CCc1cc(=O)oc2cc(OCC(=O)OC)c(Cl)cc12	-2	22	0	0	3	-0.5	-9	-6	8
Fc1ccc(CNC(=S)NCc2ccccc2)cc1	-3	0	4	-4	-1	-5.6	1	-3	4
COC(=O)c1sc(=S)n(-c2cc(F)ccc2F)c1N	-1	-4	2	-8	0	-2.9	12	0	2
CN(C)S(=O)(=O)n1cc(/C=C(\NC(=O)c2ccccc2F)C(=O)NCCCN2CCOCC2)c2ccccc21	-2	-2	9	-4	-4	-1.3	11	2	-3
Oc1ccc(Br)cc1C1Nc2ccccc2S1 (stereo not given)	-5	-1	1	2	-12	1.1	-6	8	-7
COc1ccc(/C=C(\NC(=O)c2ccc(Cl)cc2)C(=O)NCCCN2CCOCC2)cc1OC	-2	2	2	15	7	-0.2	-16	-3	-1
CCS(=O)(=O)c1ccc(N=Nc2ccc(O)c3ncccc23)c(OC)c1	0	6	4	-4	-1	-2.6	5	-11	1
CC(=O)NCCn1c(SCc2cccc([N+](=O)[O-])c2)nc2ccccc2c1=O	5	-2	0	7	8	-4.5	-5	-3	2
O=C(Nc1cccnc1)c1cccc(S(=O)(=O)Nc2cccc(Cl)c2)c1	6	-9	13	-4	-25	0.6	8	18	18
Fc1cnc(Cl)nc1NC1CCCCC1	0	-5	8	2	-4	0.3	-2	7	-3
Cc1cccc(/C(N)=N/OC(=O)c2ccoc2C)c1	-1	-2	2	11	1	0.4	-13	7	2
Cc1ccc(C(=O)NC(C)c2ccc(-n3ccnc3)cc2)c(C)c1 (stereo not given)	-2	1	2	2	2	0.8	2	-8	-5
COc1cc(N(C(C)=O)c2ccc(O)cc2)c2ncccc2c1	1	-8	0	2	1	-1.7	-10	-5	13
Cc1cc(/C=C(\C#N)C(=O)NC2CCCCCC2)c(C)[nH]1	0	0	1	10	3	1.1	-5	-1	3
CSc1nsc(SCC(=O)Nc2ccc(OC(C)=O)cc2)n1	0	2	1	1	1	-0.3	-11	2	2
CCN1/C(=C/C=C2/SC(=Nc3cccc4ncccc34)N(C)C2=O)Sc2ccccc21	8	-7	1	11	6	13	-5	-5	-1
NC1=NC[C@@H](Cc2ccc(O)cc2)N1CC1CCCCC1	-8	-5	0	-2	1	1.5	-2	9	-2
N/C(=N\OC(=O)c1cccs1)C1(c2ccc(Cl)cc2Cl)CC1	0	1	-1	2	8	6.1	-7	-1	-4
COc1ccc(CN2CCC(C)CC2)cc1OCc1ccccc1	-8	1	2	-2	2	0.1	-7	-9	4
Cc1nn(Cc2ccccc2)c(C)c1NC(=O)CSc1nc(C2CC2)nc2c1cnn2-c1ccccc1	-4	1	0	7	1	2.0	-27	-1	-2
O=C(CSc1nnc(NC2CC2)s1)NN1C(=O)NC2(CCCCC2)C1=O	8	-5	17	-9	-9	-0.5	21	9	15

Pulled by compound from the entries so far (4):
SMILES	M5 ag	CHRM4 PAM	CHRM4 agonist	M1 PAM	M5 PAM	CRFBP-R2 agonist	CHRM1 antagonist	M5 antag	CHRM4 antagonist
CN(C)S(=O)(=O)n1cc(/C=C(\NC(=O)c2ccccc2F)C(=O)NCCCN2CCOCC2)c2ccccc21	-2	-2	9	-4	-4	-1.3	11	2	-3
Cc1cccc(/C(N)=N/OC(=O)c2ccoc2C)c1	-1	-2	2	11	1	0.4	-13	7	2
Cc1ccc(C(=O)NC(C)c2ccc(-n3ccnc3)cc2)c(C)c1 (stereo not given)	-2	1	2	2	2	0.8	2	-8	-5
Cc1cc(/C=C(\C#N)C(=O)NC2CCCCCC2)c(C)[nH]1	0	0	1	10	3	1.1	-5	-1	3

Following part.
SMILES	M5 ag	CHRM4 PAM	CHRM4 agonist	M1 PAM	M5 PAM	CRFBP-R2 agonist	CHRM1 antagonist	M5 antag	CHRM4 antagonist
C(=N\Nc1nc(N2CCCCCC2)nc(N2CCCCCC2)n1)/c1ccccc1	6	-3	0	12	9	0.4	-13	-11	0
CC1(C)NC(=O)NC2(C)NC(=O)NC(C)(C)C12 (stereo not given)	-2	3	1	4	-3	-1.1	0	1	-5
CCOC(=O)c1ccoc1CSCC(=O)N1CCN(S(=O)(=O)c2ccc(C)cc2)CC1	-11	-2	4	0	-7	-0.4	1	3	-8
CCOC(=O)c1c(C)[nH]c(C(=O)CSc2ccccc2)c1C	0	4	4	-2	1	1.4	2	-9	-9
CC1CCc2nc(NCCO)nc(C(F)(F)F)c2C1 (stereo not given)	1	2	1	-2	1	1.4	1	1	-12
CN(CC(=O)Nc1ccc(Cl)c(C(F)(F)F)c1)C(=O)CC1Sc2ccccc2NC1=O (stereo not given)	1	0	12	4	-3	0.5	4	4	0
CC(C)NC(=O)C(=O)NCCN1CCN(C(=O)c2ccc(C(C)(C)C)cc2)CC1	-3	-2	1	3	3	-1.3	8	4	11
CC1CCCCC1NC(=O)CSc1nc2ccccc2[nH]1 (stereo not given)	-4	7	3	9	0	-1.4	-9	17	-6
CC(C)C(NC(=O)/C=C/c1cccc([N+](=O)[O-])c1)C(C)C	-4	7	0	0	4	-4.2	2	-1	10
COc1ccccc1OCC(=O)NCCc1nc2ccccc2[nH]1	1	4	3	6	1	9.0	-7	1	-3
Cc1ccccc1S(=O)(=O)NC(=O)C1(C)CCN1C(=O)c1ccccc1CCc1ccccc1 (stereo not given)	0	3	0	12	-3	.	-22	-3	-20
Clc1ccc(OCc2nnnn2-c2ccccc2)cc1	-4	2	0	-1	-4	-1.0	-8	4	-4
Cc1cccc2cc(CNCc3ccccc3)c(Cl)nc12	-3	3	-1	4	7	0.4	-10	-2	0
O=C(NCC1CCCO1)Nc1ccc2c(c1)OCO2 (stereo not given)	1	0	0	3	-1	3.2	-4	-7	-3
CSc1nc(O)c(C(c2ccc(C)cc2)c2c(O)nc(SC)[nH]c2=O)c(=O)[nH]1	-3	-5	1	11	2	2.6	-21	10	1
c1ccc(Nc2nc(N3CCNCC3)nc(N3CCOCC3)n2)cc1	-1	5	1	8	-6	4.6	-22	5	-9
COc1cccc(OCc2nnc(-c3cccs3)o2)c1	-1	6	3	9	1	.	-11	3	-4
CN(CC(=O)Nc1ccc(N2CCOCC2)cc1)C(=O)c1cn(-c2ccccc2)nc1-c1ccccc1	-1	-8	1	-5	-3	-1.9	7	6	-1
CCN(CC)S(=O)(=O)c1cc(NS(=O)(=O)c2cccc(C(=O)O)c2)ccc1C	2	-3	1	12	-1	-0.3	-15	1	-4
CCN1C(=O)CC(N2CCN(c3ccc(OC)cc3)CC2)C1=O (stereo not given)	-1	12	1	6	2	-1.7	-12	-4	4
O=C1OCC/C1=C\c1ccccc1O	-2	5	0	3	-1	0.6	0	-4	-5
CC(=O)c1ccc(NC(=O)Cn2cnc(S(=O)(=O)N3CCC(C)CC3)c2)cc1	-3	-4	0	-4	-5	0.1	6	-5	-3
Cc1c(C(=O)OCC(C)C)[nH]c2c1C(=O)CC(c1cccs1)C2 (stereo not given)	-7	-4	1	3	2	2.0	-7	-1	6
COc1cc(C(=O)OCC(=O)Nc2cccc(S(=O)(=O)N3CCCC3)c2)ccc1OCC(C)C	0	-4	0	2	-12	-0.4	-16	11	-10
Cc1ccc(S(=O)(=O)Nc2cccc(-c3ccc(N4CCCCCC4)nn3)c2)cc1C	-4	-2	1	0	-3	1.6	-2	-10	-1

Later entries.
SMILES	M5 ag	CHRM4 PAM	CHRM4 agonist	M1 PAM	M5 PAM	CRFBP-R2 agonist	CHRM1 antagonist	M5 antag	CHRM4 antagonist
COc1cccc(CNC(=O)c2ccc(CS(=O)Cc3ccccc3Cl)o2)c1 (stereo not given)	3	-6	14	-3	-10	-0.5	-6	2	-16
Cc1cccc(NC(=O)c2cccc(S(=O)(=O)N3CCCC3)c2)n1	-4	4	1	2	-6	-0.8	-4	9	-9
COc1ccc(C(=O)NCc2cccnc2)cc1	-2	2	1	8	-5	-1.8	-4	3	-13
N=c1oc2cc(O)ccc2cc1C(=O)Nc1nc2ccccc2s1	2	-9	1	-6	-5	40	-1	2	12
CC(C)Oc1ccc(/C(O)=C2/C(=O)C(=O)N(CCN(C)C)C2c2cccs2)cc1 (stereo not given)	-1	-3	1	5	-3	-2.5	-9	1	-2
O=C(CCC1CCCCC1)NCCS(=O)(=O)N1CCN(c2ccccc2F)CC1	-4	5	0	12	11	0.7	-12	-7	-9
CC(=O)c1cccc(NC(=O)C(=O)Nc2cccc3ccccc23)c1	2	17	2	5	11	3.1	-14	-9	-16

A portion of the results above, as a working copy:
SMILES	M5 ag	CHRM4 PAM	CHRM4 agonist	M1 PAM	M5 PAM	CRFBP-R2 agonist	CHRM1 antagonist	M5 antag	CHRM4 antagonist
COc1ccc(C(=O)NCc2cccnc2)cc1	-2	2	1	8	-5	-1.8	-4	3	-13
N=c1oc2cc(O)ccc2cc1C(=O)Nc1nc2ccccc2s1	2	-9	1	-6	-5	40	-1	2	12
CC(C)Oc1ccc(/C(O)=C2/C(=O)C(=O)N(CCN(C)C)C2c2cccs2)cc1 (stereo not given)	-1	-3	1	5	-3	-2.5	-9	1	-2
O=C(CCC1CCCCC1)NCCS(=O)(=O)N1CCN(c2ccccc2F)CC1	-4	5	0	12	11	0.7	-12	-7	-9
CC(=O)c1cccc(NC(=O)C(=O)Nc2cccc3ccccc23)c1	2	17	2	5	11	3.1	-14	-9	-16

Source: PubChem BioAssay

Not a hit list; 2.8% or so of the library scored in one or more.
